XIAP displacement = small molecules displacing peptide from XIAP – biochemical, IAP family, fluorescence polarization (AID 1018) | 200,000 tested, 0.007% active | one-dose displacement, % at 20 µM; IC50 in µM for titrated hits | XIAP BIR domain, fluorescence polarization peptide displacement; higher % means a stronger effect; in the data active = displacement above about 50%; note: a part of the inactive calls stands beside numbers as strong as those of hits
Siah-1 displacement = Siah-1 peptide-binding antagonists, primary screen, biochemical, fluorescence polarization, rhodamine-plectin, uHTS (AID 1817). Siah-1 / rhodamine-plectin peptide fluorescence polarization; higher % means a stronger effect. displacement, % at 20 µM, or IC50 in µM where a hit was titrated. 290,000 tested, 0.02% active;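 active = displacement of at least 50% at 20 µM, with a fluorescence ratio check between 0.3 and a set limit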;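 note: plate controls were Siah plus tracer with DMSO for no effect and tracer alone without Siah for full effect; strong numbers were not always called active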
TNAP activation fold = human TNAP enzyme activators, primary screen, biochemical, luminescent, no phosphate acceptor, uHTS (AID 1001); 200,000 tested, 0.03% active; one-dose activation fold at 20 µM; EC50 in µM for titrated hits; purified TNAP, luminescent activation assay, no phosphate acceptor; higher activation fold means a stronger effect; in the data active = activation fold from about 3, or a potency from the dose series; inactive = the rest, 99 in 100 with activation fold below about 1.6; note: many of its hits are not listed in these tables
human PMI inhibitors = human PMI inhibitors, high substrate, primary screen, biochemical, fluorescence intensity, high mannose 6-phosphate (AID 1220) | inhibition, % at 20 µM, or IC50 in µM where a hit was titrated | recombinant PMI enzyme, coupled fluorescence intensity; higher % means a stronger effect | 190,000 tested, 0.66% active
Salmonella PhoP GFP = PhoP-dependent GFP reporter repression – Salmonella Typhimurium, primary screen (AID 1863) | S. Typhimurium PhoP-regulated promoter GFP reporter, 4 h; higher % means a stronger effect | inhibition, % at 50 µM, or IC50 in µM where a hit was titrated | 300,000 tested, 0.16% active;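 active = inhibition over 29.93%, a cutoff 3 SD above the screen mean, later confirmed by dose response; inconclusive = inhibition over 29.93% but no dose response follow-up; inactive = inhibition at most 29.93% or unconfirmed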;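 note: 0% = low Mg2+ inducing control and 100% = high Mg2+ repressing control; strong numbers were not always called active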
Myeloid diff MLP = myeloid differentiation induction; ER-HoxA9 myeloid progenitors, lysozyme-GFP differentiation, flow cytometry; calls only at 10 µM; 360,000 tested, 1% active;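 active = normalized GFP-positive differentiation at or above the plate's own cutoff, the solvent-only control mean plus 3 SD; inconclusive = no clear call, values can overlap the other calls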;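 note: cells exposed to compound for four days before flow analysis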
RSV CPE inhibition = RSV antiviral activity via CPE protection, HEp-2 cells, primary 10 µM value included (AID 2391). HEp-2 cells, RSV-induced CPE inhibition; higher % means a stronger effect. CPE inhibition, % at 10 µM, or IC50 in µM where a hit was titrated. 310,000 tested, 0.13% active; in the data active = a potency from the dose series; inconclusive = CPE inhibition mostly from about 23% at the one dose, without a potency; inactive = the rest, 99 in 100 with CPE inhibition below about 21%; note: strong numbers were not always called active
human PMI inhibition = inhibitors of human PMI, primary screen, biochemical, fluorescence intensity, coupled assay (AID 1209). 190,000 tested, 0.42% active. one-dose inhibition, % at 20 µM; IC50 in µM for titrated hits. purified PMI enzyme, coupled fluorescence intensity; higher % means a stronger effect;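 note: plate controls were DMSO vehicle for no effect and wells lacking substrate for full effect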
WT yeast gro inh = growth inhibition of WT yeast, mitochondrial fusion screen | inhibition, % at 10 µM | mitochondrial fusion phenotypic screen, WT strain | AID 1362 | 190,000 tested, 2.1% active; in the data active = inhibition above about 58%; tested in S. cerevisiae
WT yeast gro inh mutant strain = further read-out of WT yeast gro inh, marked with its call; inhibition, %; mitochondrial fusion phenotypic screen, mutant strain inhibition
Myeloid diff MLP GFP+ MAC1+ % = recorded beside Myeloid diff MLP, whose call it bears; GFP+ MAC1+ double positive, %; measured here: differentiation confirmed by MAC1 staining
* = called active by the depositor. Cut-off read from the data, not from the text of the source, unless noted: active = inhibition above about 50%; inactive = the rest.

CN(C)S(=O)(=O)c1cccc(NC(=S)N/N=C/c2cccc(O)c2)c1 was read as XIAP displacement 0.6%, Siah-1 displacement 7%, TNAP activation fold 1.1, human PMI inhibitors -12%, Salmonella PhoP GFP 6%, Myeloid diff MLP inactive, RSV CPE inhibition 1.6%, human PMI inhibition -4%, WT yeast gro inh -48, WT yeast gro inh mutant strain 4 and Myeloid diff MLP GFP+ MAC1+ % 0.2.
For O=C(O)C1CC=CCC1C(=O)c1ccccc1 (stereo not given) the results were XIAP displacement -8.1%, Siah-1 displacement 3%, TNAP activation fold 1.1, human PMI inhibitors 11%, Salmonella PhoP GFP -7%, Myeloid diff MLP inactive, RSV CPE inhibition -0.3%, human PMI inhibition 11%, WT yeast gro inh 1, WT yeast gro inh mutant strain -17 and Myeloid diff MLP GFP+ MAC1+ % 1.5.
Screening Cc1cc(NC(=O)C2CC2)n(-c2nc3ccccc3s2)n1 returned XIAP displacement -4.1%, Siah-1 displacement -2%, TNAP activation fold 1.1, human PMI inhibitors -2%, Salmonella PhoP GFP -5%, Myeloid diff MLP inactive, RSV CPE inhibition 0.6%, human PMI inhibition -3%, WT yeast gro inh 0, WT yeast gro inh mutant strain -15 and Myeloid diff MLP GFP+ MAC1+ % 0.5.
Screening CC(C(=O)NC1CCCC1)N(Cc1ccc2c(c1)OCO2)C(=O)c1snc(C(N)=O)c1N (stereo not given) returned XIAP displacement -4.7%, Siah-1 displacement -7%, TNAP activation fold 1, human PMI inhibitors -4%, Salmonella PhoP GFP -4%, Myeloid diff MLP inactive, RSV CPE inhibition 0.1%, human PMI inhibition -7%, WT yeast gro inh 4, WT yeast gro inh mutant strain -2 and Myeloid diff MLP GFP+ MAC1+ % 1.2.
For COc1ccc(C(=O)CC(=O)C(=O)Nc2ccccc2OC)cc1 the results were Siah-1 displacement 2%, Salmonella PhoP GFP -5%, Myeloid diff MLP inactive, RSV CPE inhibition -0.3% and Myeloid diff MLP GFP+ MAC1+ % 0.5.
`COc1ccc2c(c1)CCc1c-2nc2ccccc2c1N1CCOCC1` gave Siah-1 displacement 0%, Salmonella PhoP GFP -9%, Myeloid diff MLP inactive, RSV CPE inhibition 2.0% and Myeloid diff MLP GFP+ MAC1+ % 0.8.
Screening CN1CCC/C1=C1/C(=O)N(c2ccccc2)N=C1NC(=O)Nc1cccc(Cl)c1 returned XIAP displacement 0.2%, Siah-1 displacement 6%, TNAP activation fold 1.1, human PMI inhibitors 2%, Salmonella PhoP GFP -2%, Myeloid diff MLP inactive, RSV CPE inhibition -0.6%, human PMI inhibition -3%, WT yeast gro inh -7, WT yeast gro inh mutant strain -4 and Myeloid diff MLP GFP+ MAC1+ % 0.0.
O=C(Nc1cc(F)ccc1F)C1CCCN(c2ncnc3c2nc2n3CCCCC2)C1 (stereo not given) was read as Siah-1 displacement 5%, Salmonella PhoP GFP -3%, Myeloid diff MLP inconclusive and RSV CPE inhibition 14%.
CCOc1ccc(OCC)c(-c2c(=O)n(OCc3ccc(Cl)cc3)c3ccccc3[n+]2[O-])c1 was read as XIAP displacement -6.9%, Siah-1 displacement -1%, TNAP activation fold 1, human PMI inhibitors -3%, Salmonella PhoP GFP -27%, Myeloid diff MLP inactive, RSV CPE inhibition 4.2%, human PMI inhibition 2%, WT yeast gro inh 0, WT yeast gro inh mutant strain -6 and Myeloid diff MLP GFP+ MAC1+ % 6.9.
`COc1ccc(N2CCN(Cc3cc(=O)oc4cc(-c5ccccc5)c(O)cc34)CC2)cc1` gave XIAP displacement -1.5%, Siah-1 displacement 2%, TNAP activation fold 0.9, human PMI inhibitors 21%, Salmonella PhoP GFP -8%, Myeloid diff MLP inactive, RSV CPE inhibition 3.2%, human PMI inhibition 3%, WT yeast gro inh -58, WT yeast gro inh mutant strain -13 and Myeloid diff MLP GFP+ MAC1+ % 0.3.
For CS(=O)(=O)N1CCc2cc(C(=O)N3CCN(c4ccc(F)cc4)CC3)ccc21 the results were Siah-1 displacement 1%, Salmonella PhoP GFP -11%, Myeloid diff MLP inconclusive and RSV CPE inhibition 3.0%.
`CC(=O)Oc1ccc(C(=O)Nc2cc(C)on2)cc1` gave Siah-1 displacement 4%, Salmonella PhoP GFP 6%, Myeloid diff MLP inactive, RSV CPE inhibition 0.4% and Myeloid diff MLP GFP+ MAC1+ % 0.2.
For COCc1ccc(C(=O)NC2CCCc3c2cnn3-c2ccc(C)c(C)c2)o1 (stereo not given) the results were Siah-1 displacement 10%, Salmonella PhoP GFP 6%, Myeloid diff MLP inactive, RSV CPE inhibition -0.9% and Myeloid diff MLP GFP+ MAC1+ % 1.3.
For C=CCN1C(=O)/C(=C\c2cccs2)C(C(=O)OC)=C1C the results were XIAP displacement -3.0%, Siah-1 displacement -1%, TNAP activation fold 1, human PMI inhibitors 7%, Salmonella PhoP GFP -20%, Myeloid diff MLP inactive, RSV CPE inhibition 0.7%, human PMI inhibition 7%, WT yeast gro inh 10, WT yeast gro inh mutant strain -4 and Myeloid diff MLP GFP+ MAC1+ % 0.7.
`COc1ccc(NC2CCCN(C(=O)c3cccc(N4CCNC4=O)c3)C2)cc1` (stereo not given) gave Siah-1 displacement 1%, Salmonella PhoP GFP -2%, Myeloid diff MLP inactive, RSV CPE inhibition -0.3% and Myeloid diff MLP GFP+ MAC1+ % 1.1.
`COC(=O)C1SCC2C(=O)N(Cc3ccccc3)CC(=O)N21` (stereo not given) gave XIAP displacement -11%, Siah-1 displacement -1%, TNAP activation fold 1.1, human PMI inhibitors 0%, Salmonella PhoP GFP -1%, Myeloid diff MLP inactive, RSV CPE inhibition 1.1%, human PMI inhibition -1%, WT yeast gro inh 13, WT yeast gro inh mutant strain -6 and Myeloid diff MLP GFP+ MAC1+ % 0.0.
CCc1c(C)sc(NC(=O)C2CC2c2ccccc2)c1C(N)=O (stereo not given) was read as XIAP displacement -1.7%, Siah-1 displacement 3%, TNAP activation fold 1.1, human PMI inhibitors 9%, Salmonella PhoP GFP -2%, Myeloid diff MLP inactive, RSV CPE inhibition inconclusive, human PMI inhibition 8%, WT yeast gro inh 3, WT yeast gro inh mutant strain -2 and Myeloid diff MLP GFP+ MAC1+ % 2.1.
COc1ccc(OC)c(S(=O)(=O)Nc2ccccc2SC)c1 was read as XIAP displacement -2.8%, Siah-1 displacement 6%, TNAP activation fold 1.1, human PMI inhibitors 57%*, Salmonella PhoP GFP 4%, Myeloid diff MLP inactive, RSV CPE inhibition 0.6%, human PMI inhibition 16%, WT yeast gro inh 2, WT yeast gro inh mutant strain -9 and Myeloid diff MLP GFP+ MAC1+ % 1.7.
`O=S(=O)(Cc1ccccc1)c1nc2ccccc2n1Cc1ccccn1` gave XIAP displacement -14%, Siah-1 displacement 2%, TNAP activation fold 1.1, human PMI inhibitors 5%, Salmonella PhoP GFP -1%, Myeloid diff MLP inactive, RSV CPE inhibition 0.0%, human PMI inhibition 7%, WT yeast gro inh 23, WT yeast gro inh mutant strain 10 and Myeloid diff MLP GFP+ MAC1+ % 0.4.
`Cc1ccccc1NC(=O)c1cc2c(=O)n3cccc(C)c3nc2s1` gave Siah-1 displacement 9%, Salmonella PhoP GFP 4%, Myeloid diff MLP inactive, RSV CPE inhibition 0.0% and Myeloid diff MLP GFP+ MAC1+ % 0.2.
`CCn1c2ccccc2c2nnc(SCC(=O)NCc3cccs3)nc21` gave XIAP displacement -1.0%, Siah-1 displacement 7%, TNAP activation fold 1.2, human PMI inhibitors -2%, Salmonella PhoP GFP -9%, Myeloid diff MLP inactive, RSV CPE inhibition 3.7%, human PMI inhibition 3%, WT yeast gro inh 3, WT yeast gro inh mutant strain 20 and Myeloid diff MLP GFP+ MAC1+ % 0.5.
Screening C=CCCC(=O)NC1CC(C)(C)Cc2c1cnn2-c1cccc(F)c1 (stereo not given) returned Siah-1 displacement 6%, Salmonella PhoP GFP 10%, Myeloid diff MLP inactive, RSV CPE inhibition 2.0% and Myeloid diff MLP GFP+ MAC1+ % 0.9.
Screening Cc1cc(C)n2nc(C(=O)Nc3ccn(Cc4ccccc4C)n3)cc2n1 returned Siah-1 displacement -6%, Salmonella PhoP GFP -12%, Myeloid diff MLP inactive, RSV CPE inhibition -0.4% and Myeloid diff MLP GFP+ MAC1+ % 0.3.
For O=C(CCCSc1nc2ccccc2s1)NCc1ccco1 the results were XIAP displacement -5.2%, Siah-1 displacement 1%, TNAP activation fold 1.1, human PMI inhibitors -2%, Salmonella PhoP GFP -6%, Myeloid diff MLP inactive, RSV CPE inhibition 2.7%, human PMI inhibition -6%, WT yeast gro inh -5, WT yeast gro inh mutant strain 0 and Myeloid diff MLP GFP+ MAC1+ % 1.0.
For Cc1cc2oc(=O)cc(CN3CCCCC3C)c2c(C)c1Cl (stereo not given) the results were XIAP displacement -1.6%, Siah-1 displacement -2%, TNAP activation fold 1.1, human PMI inhibitors 6%, Salmonella PhoP GFP -13%, Myeloid diff MLP inactive, RSV CPE inhibition 1.4%, human PMI inhibition 0%, WT yeast gro inh 34, WT yeast gro inh mutant strain 26 and Myeloid diff MLP GFP+ MAC1+ % 0.8.
Screening NC(=O)C1CCN(C(=O)CSc2nc(O)cc(=O)[nH]2)CC1 returned Siah-1 displacement -2%, Salmonella PhoP GFP -5%, Myeloid diff MLP inactive, RSV CPE inhibition -1.0% and Myeloid diff MLP GFP+ MAC1+ % 0.4.
Screening CC(C)(C)c1ccc(C(=O)O/N=C(\N)c2ccccc2)cc1 returned Siah-1 displacement -2%, Salmonella PhoP GFP -8%, Myeloid diff MLP inactive, RSV CPE inhibition 10% and Myeloid diff MLP GFP+ MAC1+ % 0.2.
Screening CCOC(=O)c1c(O)c(O)c(C(=O)OCC)n1-c1ccccc1 returned Siah-1 displacement 3%, Salmonella PhoP GFP 2%, Myeloid diff MLP inactive, RSV CPE inhibition 0.4% and Myeloid diff MLP GFP+ MAC1+ % 0.5.
Screening O=[N+]([O-])c1cc(F)c(N2CCCCC2)cc1N1CCOCC1 returned XIAP displacement -4.3%, Siah-1 displacement 1%, TNAP activation fold 0.9, human PMI inhibitors 9%, Salmonella PhoP GFP 10%, Myeloid diff MLP inactive, RSV CPE inhibition 4.5%, human PMI inhibition 10%, WT yeast gro inh 2, WT yeast gro inh mutant strain 0 and Myeloid diff MLP GFP+ MAC1+ % 1.3.

Compounds listed so far that contain a furan ring, fused or not (2):
For COCc1ccc(C(=O)NC2CCCc3c2cnn3-c2ccc(C)c(C)c2)o1 (stereo not given) the results were Siah-1 displacement 10%, Salmonella PhoP GFP 6%, Myeloid diff MLP inactive, RSV CPE inhibition -0.9% and Myeloid diff MLP GFP+ MAC1+ % 1.3.
For O=C(CCCSc1nc2ccccc2s1)NCc1ccco1 the results were XIAP displacement -5.2%, Siah-1 displacement 1%, TNAP activation fold 1.1, human PMI inhibitors -2%, Salmonella PhoP GFP -6%, Myeloid diff MLP inactive, RSV CPE inhibition 2.7%, human PMI inhibition -6%, WT yeast gro inh -5, WT yeast gro inh mutant strain 0 and Myeloid diff MLP GFP+ MAC1+ % 1.0.
